sPLA2-III inh: human group III sPLA2 inhibitors, primary screen, biochemical, QFRET, BODIPY PC-A2 liposome substrate; QFRET BODIPY PC-A2 liposome hydrolysis, fluorescence; inhibition, % at 12.2 µM; hit rate 0.56% among 370,000;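 active = inhibition above mean plus 3 SD of compounds lying within the high and low control bounds, cut at about 19% in these data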;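 note: 0% = median of test compound wells and 100% = no enzyme DMSO wells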
Rev-erbA mod: modulators of Rev-erb alpha DNA binding, primary screen, biochemical, FITC-DNA, fluorescence polarization, uHTS. Rev-erbα–FITC-DNA binding, 90 min. activity, % at 10 µM. hit rate 0.79% among 370,000;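 active = activity above about 14%, limit read from the data; passing the limit was not always enough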;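 note: 0% = DMSO wells with 35 nM protein and 100% = DMSO wells with 750 nM protein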
Target sequence (P20393 whole entry, looked up): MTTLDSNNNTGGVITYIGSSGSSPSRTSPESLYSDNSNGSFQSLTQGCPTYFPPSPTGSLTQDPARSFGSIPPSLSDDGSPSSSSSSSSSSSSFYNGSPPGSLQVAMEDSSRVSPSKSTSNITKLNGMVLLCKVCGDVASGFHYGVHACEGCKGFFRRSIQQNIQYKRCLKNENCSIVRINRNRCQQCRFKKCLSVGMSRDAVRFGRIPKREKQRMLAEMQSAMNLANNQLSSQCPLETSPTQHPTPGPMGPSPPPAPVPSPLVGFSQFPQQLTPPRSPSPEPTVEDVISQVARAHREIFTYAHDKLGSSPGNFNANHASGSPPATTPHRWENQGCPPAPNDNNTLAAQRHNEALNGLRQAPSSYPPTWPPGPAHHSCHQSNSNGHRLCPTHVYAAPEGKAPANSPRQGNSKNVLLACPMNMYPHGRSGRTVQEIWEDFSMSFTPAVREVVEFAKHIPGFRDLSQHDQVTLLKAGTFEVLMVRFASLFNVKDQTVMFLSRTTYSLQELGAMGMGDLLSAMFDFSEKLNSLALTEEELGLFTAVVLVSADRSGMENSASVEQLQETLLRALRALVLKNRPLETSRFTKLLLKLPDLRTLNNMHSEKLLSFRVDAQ
DAX1 inh-1: DAX1 (NR0B1) inhibitors on StAR promoter, primary screen, cell-based, luminescence, SF-1 (NR5A1), full-length DAX-1; HEK293T StAR-luciferase reporter, SF-1/DAX-1 repression relief; inhibition, % at 6.8 µM; hit rate 1.1% among 370,000; AID 652010, 2013;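 active = inhibition above the mean over all tested compounds plus 3 SD, cut at about 3.6% in these data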;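 note: 0% = DAX-1 cells with DMSO and 100% = cells lacking DAX-1 with DMSO; higher inhibition means more luminescence from relief of DAX-1 repression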
hgDAF-12 ag: H. glycines DAF-12 receptor agonists, primary screen, cell-based, luminescence, HEK293, GAL4 fusion, UAS-luciferase | hit rate 1.8% among 370,000 | AID 687014, 2013 | Nuclear hormone receptor DAF-12 (Heterodera glycines), GAL4 fusion | HEK293 GAL4-hgDAF12 UAS-luciferase reporter, agonist luminescence; normalized to butyrate control | activation, % at 6.8 µM;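 active = activation above a cutoff set at the mean of all screened compounds plus 3 SD, cut at about 10% in these data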;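 note: 0% = DMSO wells and 100% = sodium butyrate wells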
PG9 binder: binders of HIV-1 gp120 antibody PG9, primary screen, biochemical, TR-FRET; HIV-1 gp120 / PG9 antibody interaction; TR-FRET gp120-PG9 antibody binding; inhibition, % at 6.7 µM; hit rate 0.43% among 360,000; in the data active = inhibition above about 8.5%
hcDAF-12 act: H. contortus DAF-12 nuclear receptor activators, primary screen, cell-based, luminescence, HEK293, lit1-tk-luc reporter | HEK293 hcDAF-12 lit1-tk-luc reporter; 0% DMSO, 100% Δ7-dafachronic acid | activation, % at 6.8 µM | hit rate 1.4% among 370,000;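 active = activation above the mean of all tested compounds plus 3 SD, cut at about 5.5% in these data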;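 note: 100% = response to 3 µM Δ7-dafachronic acid high control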
GAA850 FXN act: FXN promoter activators, primary screen, cell-based, luciferase luminescence, HEK293 lucGAA850; hit rate 0.56% among 360,000; activation, % at 6 µM; AID 540364, 2011; HEK293 lucGAA850 FXN promoter luciferase reporter, 24 h; percent of 10 µM SAHA response;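 active = activation above the average of all compounds screened plus 3 SD, cutoff fixed separately per campaign, cut at about 7.5% in these data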;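 note: 0% = DMSO wells and 100% = 10 µM SAHA wells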
PLC-beta3 inh: human PLC-beta3 inhibitors, primary screen, biochemical, fluorescence; 1-phosphatidylinositol 4,5-bisphosphate phosphodiesterase beta-3 (Homo sapiens), Q01970; Purified PLC-beta3, fluorogenic substrate; inhibition, % at 12.2 µM; hit rate 0.18% among 370,000; AID 720704, 2013; in the data active = inhibition above about 11%;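 note: 0% = median of compound wells on plate and 100% = full blocker control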
DAX1 inh-2: DAX1 (NR0B1) inhibitors, primary screen, cell-based, HEK293, Gal4-DAX1, luciferase luminescence | Nuclear receptor subfamily 0 group B member 1 (Homo sapiens), P51843 | HEK293 Gal4-DAX1 luciferase reporter | inhibition, % at 6.75 µM | hit rate 0.99% among 340,000 | AID 504766, 2011;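 active = inhibition above the mean over all tested compounds plus 3 SD, cut at about 4.2% in these data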;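 note: 0% = DAX1-transfected cells with DMSO and 100% = empty-vector control cells with DMSO; inhibition shows as a rise in luminescence from relieved DAX1 repression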
Target sequence (P51843 207-470 limits assumed): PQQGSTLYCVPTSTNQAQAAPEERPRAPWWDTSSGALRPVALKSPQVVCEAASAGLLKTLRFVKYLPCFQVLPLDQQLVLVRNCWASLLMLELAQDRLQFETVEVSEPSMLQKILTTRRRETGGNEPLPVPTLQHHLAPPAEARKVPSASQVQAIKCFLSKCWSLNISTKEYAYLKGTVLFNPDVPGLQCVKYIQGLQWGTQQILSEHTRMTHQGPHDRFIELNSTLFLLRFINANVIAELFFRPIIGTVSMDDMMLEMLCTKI
SMARCA2 activ: SMARCA2 (BRM) function activators, primary screen, cell-based, luminescence, high throughput. MG213 cells, MMTV-luciferase reporter, dexamethasone, overnight. activation, % at 9.1 µM. hit rate 1% among 370,000. AID 652017, 2013; in the data active = activation above about 7.8%;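 note: 0% = vehicle wells and 100% = reference activator wells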
ssDAF12 agonist: S. stercoralis DAF-12 nuclear receptor activators, primary screen, cell-based, luminescence, HEK293, GRIP1 co-expression, lit1-tk-luc. Nuclear hormone receptor DAF-12 (Strongyloides stercoralis). HEK293 ssDAF-12/GRIP1 lit1-tk-luc reporter; % of 3 µM dafachronic acid response. activation, % at 6.8 µM. hit rate 1% among 370,000. AID 652126, 2013;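 active = activation above the mean over all tested compounds plus 3 SD, cut at about 0.9% in these data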;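 note: 0% = DMSO-only wells and 100% = 3 µM delta7-dafachronic acid wells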
* marks the source's active call; other numbers are inactive results; . = no result given. No enrichment for hits (roughly 7% active in at least one column).

SMILES	sPLA2-III inh	Rev-erbA mod	DAX1 inh-1	hgDAF-12 ag	PG9 binder	hcDAF-12 act	GAA850 FXN act	PLC-beta3 inh	DAX1 inh-2	SMARCA2 activ	ssDAF12 agonist
Cc1nn(C)c(C)c1NC(=O)/C(C#N)=C\N(C)C	-5	2	-0.3	-0.7	-2.4	0.3	0.5	-5	2.4	1	-1.1
O=C(NCc1ccc(F)cc1)c1noc2c1CCCCC2	-2	-8	0.3	6.4	1.3	0.8	2.5	1	1.2	1	-1.8
Cc1csc(SCC(=O)N(C)c2c(N)n(Cc3ccccc3)c(=O)[nH]c2=O)n1	3	-5	0.6	-0.3	-2.2	-1.3	2.3	0	0.6	-1	-0.5
Cc1ccc(C(=O)O/N=C(\c2ccccc2)c2ccncc2)cc1	-2	-4	-0.7	-2.5	-2.1	0.1	-0.2	4	.	2	-1.8
COC(=O)c1scc(C)c1NC(=O)CSc1ccc(Cl)cc1	1	4	-0.5	0.4	-1.2	-0.7	1.0	-4	-0.8	0	-1.8
O=C(CN1CCOCC1)Nc1nc2ccc(Br)cc2s1	-3	3	-0.6	4.5	1.0	-0.4	-1.1	-2	3.2	2	-1.1
C=CCN(c1ccc(C(=O)Nc2ccc3c(c2)OCO3)cc1)S(C)(=O)=O	-1	2	0.1	-1.2	0.1	-0.9	-0.5	1	-0.9	-2	-1.3
CCOc1ccc(CCNC(=O)COC(=O)C2CCN(S(=O)(=O)c3ccc(C)c(C)c3)CC2)cc1OCC	-12	3	-2.0	-2.8	-0.1	1.1	2.2	-7	0.4	-2	-1.0
O=C(Nc1ccc(F)cc1)OCc1cn(Cc2ccc(F)cc2)nn1	-7	12	-0.9	0.9	.	-2.1	.	-3	.	-2	-0.6
O=C(CSc1nnnn1-c1cccc2ccccc12)Nc1ccc(N2CCOCC2)c(Cl)c1	-9	-2	0.0	-2.0	-0.2	0.1	0.2	1	-0.7	0	0.5
CCOC(=O)c1[nH]c(=S)n(Cc2ccccc2)c1C(=O)OCC	18	2	0.3	1.8	-0.6	1.1	0.4	-24	0.5	0	-0.5
C=CCC[C@@H](Cc1ccc(F)cc1)C(=O)OC[C@@H](Cc1c[nH]c2ccccc12)NC(=O)[C@H](CC=C)CC(=O)NCCO	-96	0	0.0	-0.8	0.0	-0.3	-7.2	11*	-1.1	0	-1.7
CC(=O)OC(C(=O)NC1CCCCC1)c1ccc(C#N)cc1 (stereo not drawn)	4	1	1.1	-0.3	-1.1	-0.4	-0.4	2	-1.1	1	-0.7
CCc1cccc(NC(=O)CN(C)S(=O)(=O)c2cccc3cccnc23)c1	-11	2	-0.9	-3.2	-1.9	-3.5	2.1	-5	-1.1	-2	-0.8
COc1ccc(/C=N/NC(=O)CNC(=O)/C=C/c2ccccc2OC)cc1	0	2	-0.1	-1.0	1.4	-1.5	-1.8	-17	0.0	-3	-1.0
O=C(Nc1cccc(C(=O)O)c1)/C(=C\C=C\c1ccccc1)NC(=O)c1ccccc1	-8	7	-0.6	4.3	-2.1	-1.8	0.2	-1	2.2	-3	-1.3
C=CC[C@@H](CC(=O)NCCO)C(=O)N[C@@H](COC(=O)[C@@H](CC=C)Cc1ccc(F)cc1)Cc1c[nH]c2ccccc12	-87	2	0.1	1.4	-0.7	0.5	-9.2	-1	0.2	0	-1.1
CCCn1nnnc1SCC(=O)N1CCCC1	-1	-7	0.1	1.6	-0.8	0.6	0.7	0	0.7	-2	-0.2
COCCn1c(SC)nnc1-c1c[nH]c2ccccc12	6	9	-0.2	3.7	-0.6	4.5	-1.1	0	-0.3	0	-1.1
CCOC(=O)c1cc2c(ccn2C)n1CC(=O)N(Cc1ccccc1)c1ccc(F)cc1	-38	2	-0.3	-0.6	-0.8	-1.7	3.1	-2	-0.7	-1	-1.4
CC(=O)Nc1ccc(NC(=O)C2Cc3c(-c4ccc5c(c4)OCO5)ccnc3O2)cc1 (stereo not drawn)	-4	-5	-0.4	0.1	-0.9	-2.5	0.9	-1	.	1	-0.8
Cn1c(=O)c2nc(-c3ccc(Cl)cc3Cl)oc2c2ccccc21	9	-2	-0.3	-1.9	-0.1	-1.9	3.0	-8	0.1	-3	-1.8
Cc1ccc(S(=O)(=O)N2CCN=C2c2ccccc2)cc1C	-13	1	0.2	-2.1	0.4	-1.8	0.0	-1	-0.3	-3	-1.3
Cc1ccc(/C=C2\SC(=S)N(CCCC(=O)Nc3ccc(O)cc3)C2=O)cc1	-23	0	-2.1	-15	-0.3	-7.1	-16	6	-4.2	-10	-3.3
O=C(Cn1cnc([N+](=O)[O-])c1)NC1CCCC1	4	0	-0.3	-4.2	-0.8	-1.7	1.8	3	1.5	-2	-0.4

Records listed above marked active in PLC-beta3 inh.
compound,sPLA2-III inh,Rev-erbA mod,DAX1 inh-1,PG9 binder,hcDAF-12 act,GAA850 FXN act,PLC-beta3 inh,DAX1 inh-2,SMARCA2 activ,ssDAF12 agonist
C=CCC[C@@H](Cc1ccc(F)cc1)C(=O)OC[C@@H](Cc1c[nH]c2ccccc12)NC(=O)[C@H](CC=C)CC(=O)NCCO,-96,0,0.0,0.0,-0.3,-7.2,11*,-1.1,0,-1.7

Returning to the listing; the 3 compounds before the break are reprinted first.
SMILES	sPLA2-III inh	Rev-erbA mod	DAX1 inh-1	hgDAF-12 ag	PG9 binder	hcDAF-12 act	GAA850 FXN act	PLC-beta3 inh	DAX1 inh-2	SMARCA2 activ	ssDAF12 agonist
Cc1ccc(S(=O)(=O)N2CCN=C2c2ccccc2)cc1C	-13	1	0.2	-2.1	0.4	-1.8	0.0	-1	-0.3	-3	-1.3
Cc1ccc(/C=C2\SC(=S)N(CCCC(=O)Nc3ccc(O)cc3)C2=O)cc1	-23	0	-2.1	-15	-0.3	-7.1	-16	6	-4.2	-10	-3.3
O=C(Cn1cnc([N+](=O)[O-])c1)NC1CCCC1	4	0	-0.3	-4.2	-0.8	-1.7	1.8	3	1.5	-2	-0.4
CCOc1cc(NC(=O)c2ccccn2)c(OCC)cc1NC(=O)c1cccc(C)c1	2	8	-0.7	-2.7	1.3	-2.2	0.5	-8	-1.9	0	-1.5
Cc1ccccc1C1C(C#N)=C2N=C(N)c3ccccc3N2C2=C1C(=O)CCC2 (stereo not drawn)	5	0	-0.7	-0.2	0.6	-1.0	0.0	0	0.3	5	-1.8
S=c1[nH]nc(-c2ccc(Cl)cc2)n1CC1CCCO1 (stereo not drawn)	14	0	-0.4	-0.4	1.2	0.2	-1.1	-1	1.0	-2	-0.8
CC(C)N1CCN(c2ccc(OC[C@H]3CO[C@](Cn4cncn4)(c4ccc(Cl)cc4Cl)O3)cc2)CC1	-2	-7	-0.1	1.7	-0.5	-2.0	-0.6	2	0.4	1	-0.9
CC1=CC(C)(C)N(C(=O)CSc2ncn[nH]2)c2ccc(C)cc21	-28	1	0.0	-5.9	-0.1	-1.8	1.2	-7	0.0	-2	-1.3
CNC(=S)N/N=C/c1c(C)nn(-c2ccccc2)c1Cl	9	20	0.0	6.3	1.3	-0.2	2.2	2	-0.8	-2	-0.9
CC1(C)Cc2c(sc(NC(=O)c3ccccc3)c2C(=O)O)CO1	-3	2	1.2	5.1	-0.9	2.4	2.3	-34	0.2	5	-0.6
COc1ccccc1-n1c(SCC(=O)O)nc2c(sc(=S)n2-c2ccccc2C)c1=O	-6	-4	-0.3	0.7	0.3	1.5	0.0	4	-0.4	-2	-0.7
CCOc1cc2[nH]c(=O)n(CCCC(=O)NCc3ccco3)c(=O)c2cc1OCC	5	-9	-0.1	0.3	1.4	-1.6	2.9	-10	-0.3	-5	-0.9
COC(=O)c1cc2c(c3c4cc(C)ccc4n(S(=O)(=O)c4ccc(OC)cc4)c13)C(=O)N(Cc1ccccc1OC)C2	4	7	-0.6	2.0	1.3	1.0	.	-13	.	-2	-0.9
COc1ccc(CCC(=O)OCC(=O)Nc2c(C)nn(-c3ccccc3)c2C)cc1	0	-2	0.6	0.0	1.8	0.9	1.3	-2	0.2	0	-0.8
CC(C)CNS(=O)(=O)c1ccc(NC(=O)Cn2nc(-c3ccc(F)cc3)ccc2=O)cc1	-44	-5	-1.0	-2.1	-0.4	0.7	-0.8	4	-0.2	-2	-1.6
COc1ccc(NC(=O)C(c2ccccc2)N(C)C(=O)c2cnccn2)cc1 (stereo not drawn)	-7	-6	-0.2	3.5	-1.5	1.3	0.6	0	-0.3	4	-0.7
c1ccc2[nH]c(CSc3nnc(-c4ccncc4)o3)nc2c1	-1	0	-0.9	-6.6	0.2	0.6	-6.5	-40	-2.9	-4	-1.5
CCN1CCN(c2nc3c(C)cccn3c(=O)c2/C=C(\C#N)S(=O)(=O)c2ccccc2)CC1	-10	2	0.0	3.0	-0.2	0.3	0.9	-106	0.3	1	-0.6
O=C(O)c1cccc(NC(=O)C23CC4CC(C2)CC(n2cnc(Cl)n2)(C4)C3)c1	0	-3	0.4	-1.4	-0.3	-2.1	3.0	1	0.7	2	-0.6
C[C@H](CO)N1C[C@H](C)[C@H](CN(C)C(=O)Nc2cccc(F)c2)Oc2cc(Br)ccc2S1(=O)=O	-25	3	-1.8	-1.3	-0.9	-0.9	.	2	.	-2	-0.9
NC(=O)CC(NC(=O)Cc1cccc2ccccc12)c1ccc(NCc2cc(F)ccc2F)c([N+](=O)[O-])c1 (stereo not drawn)	-1	1	0.3	0.0	-1.8	-1.3	0.2	0	-0.8	1	-1.2
O=C(Nc1ccc(F)c(Cl)c1)Nc1nnc([C@H]2C[C@H](O)[C@@H](CO)O2)s1	-4	1	2.8	2.2	-1.2	0.6	0.3	2	.	7	-0.7
Cc1ccc(-c2ccc(=O)n(CC(=O)NCCN(CC(C)C)CC(C)C)n2)cc1	3	5	-0.2	1.1	-2.0	-0.6	-0.1	-8	-0.9	-1	-0.9
CN(C)c1ccc(/C=N/NC(N)=S)cc1[N+](=O)[O-]	21*	8	-1.6	4.7	-6.6	-1.7	0.8	1	1.6	-5	-0.8

Taken from above:
Value of C[C@H](CO)N1C[C@H](C)[C@H](CN(C)C(=O)Nc2cccc(F)c2)Oc2cc(Br)ccc2S1(=O)=O in hgDAF-12 ag: -1.3
Value of c1ccc2[nH]c(CSc3nnc(-c4ccncc4)o3)nc2c1 in sPLA2-III inh: -1
